Assay outcomes as filed in PubChem.
TRHR enhancer: qHTS for Small Molecule Agonists and Allosteric Enhancers of Human TRH Receptor: Primary Screen for Enhancers. Thyrotropin-releasing hormone receptor (Homo sapiens), P34981. TRHR cells, fluo-8 calcium fluorescence, EC20 TRH enhancement. enhancement, % at 2 µM. 360,000 tested, 0.66% active; in the data active = enhancement above about 30%; also: 0% is about no effect
Target sequence (P34981 whole entry, looked up): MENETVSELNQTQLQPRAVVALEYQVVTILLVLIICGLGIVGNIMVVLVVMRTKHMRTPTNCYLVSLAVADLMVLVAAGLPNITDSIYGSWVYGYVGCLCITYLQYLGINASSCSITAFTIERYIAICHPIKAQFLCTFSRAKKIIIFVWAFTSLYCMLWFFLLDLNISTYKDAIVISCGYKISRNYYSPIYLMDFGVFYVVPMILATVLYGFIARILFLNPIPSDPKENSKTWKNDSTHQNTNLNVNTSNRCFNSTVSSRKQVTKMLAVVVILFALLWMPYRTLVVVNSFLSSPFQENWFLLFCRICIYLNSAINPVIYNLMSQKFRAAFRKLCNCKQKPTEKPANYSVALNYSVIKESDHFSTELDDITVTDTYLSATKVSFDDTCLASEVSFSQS
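Enhancer read-out: after compound pinning and an initial kinetic agonist-mode read, an EC20 of TRH (10 nM final) was injected and fluo-8 calcium signal (Ex 480/Em 530) followed at 1 s/cycle for 100 cycles in TRHR-expressing cells.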
D1 PAM: Potentiators of Human D1 Dopamine Receptor: qHTS | HEK293 TREx D1 cells, calcium flux, dopamine EC20 potentiation | potentiation, % at 10 µM | 360,000 tested, 0.036% active | AID 504651, 2011; in the data active = potentiation above about 30%; also: 0% is about no effect
Target sequence (P21728 whole entry, looked up): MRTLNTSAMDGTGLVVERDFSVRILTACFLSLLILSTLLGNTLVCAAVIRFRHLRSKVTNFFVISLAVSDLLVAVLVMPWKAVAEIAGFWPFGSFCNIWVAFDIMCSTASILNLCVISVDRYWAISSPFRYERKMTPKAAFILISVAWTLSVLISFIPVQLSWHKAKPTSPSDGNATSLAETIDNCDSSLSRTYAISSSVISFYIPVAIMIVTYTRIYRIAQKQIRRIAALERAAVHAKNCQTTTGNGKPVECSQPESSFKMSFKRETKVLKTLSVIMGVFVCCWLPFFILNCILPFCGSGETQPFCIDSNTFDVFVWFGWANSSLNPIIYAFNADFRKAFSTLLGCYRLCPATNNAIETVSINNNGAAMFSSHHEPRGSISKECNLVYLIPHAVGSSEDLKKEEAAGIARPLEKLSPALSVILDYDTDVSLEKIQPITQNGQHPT
D1 ag: Allosteric Agonists of the Human D1 Dopamine Receptor: qHTS | D(1A) dopamine receptor (Homo sapiens), P21728 | activation, % at 2 µM | 360,000 tested, 1% active | HEK293 T-REx D1 cells, calcium flux, agonist mode | AID 504660, 2011; in the data active = activation above about 30%; also: 0% is about no effect
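Tetracycline-induced HEK293 TREx D1 cells, force-coupled to calcium signalling, were dye-loaded with a no-wash calcium kit. Compound was pin-added after a 10 s baseline. Fluorescence was read kinetically at 1 cycle/s for 180 s, with calcium rises flagged as agonism.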
D2 antagonist: HTS Assay for Allosteric Antagonists of the Human D2 Dopamine Receptor: Primary Screen for Antagonists; HEK293 TREx D2 cells, calcium flux, dopamine EC80; 340,000 tested, 2% active; inhibition, % at 10 µM; in the data active = inhibition above about 30%; also: 0% is about no effect
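Compounds are added to dye-loaded, induced HEK293 T-REx cells coupled to calcium release via D2; after a 3 min kinetic read an EC80 dopamine stimulus is given and fluorescence is recorded for 3 more min.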
D1 antagonist: Antagonist of Human D 1 Dopamine Receptor: qHTS; HEK293 TREx D1 cells, calcium flux, dopamine EC80; stronger effect = lower value; activity change, negative = inhibition, % at 10 µM; 360,000 tested, 3.2% active; in the data active = activity change below about -30%; also: % is scaled to controls: 0 for no effect and ±100 for the full control effect
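Inducible Hek293 Trex D1 cells (tetracycline, overnight, 30 C). Calcium dye 30–90 min RT. Antagonist mode: EC80 dopamine added after 180 s compound read.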
D2 ag: HTS Assay for Allosteric Agonists of the Human D2 Dopamine Receptor: Primary Screen for Agonists; D(2) dopamine receptor (Homo sapiens), P14416; HEK293 T-REx D2 cells, calcium flux agonist mode; activation, % at 2 µM; 340,000 tested, 0.53% active; AID 485358, 2010;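 active = activation over 3 SD above normal in the single-dose calcium agonist read, cut at about 30% in these data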; also: 0% is about no effect
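Calcium-flux readout, 1 cycle/sec over 180 s following compound pin transfer, in inducible HEK293 Trex D2 cells (force-coupled); dopamine controls included. Positive calcium responses during this window marked compounds as potential agonists.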
D2 PAM: HTS Assay for Positive Allosteric Modulators of the Human D2 Dopamine Receptor: Primary Screen for Potentiators. potentiation, % at 10 µM. HEK293 T-REx D2, calcium flux, EC20 dopamine potentiation. 340,000 tested, 0.34% active. D(2) dopamine receptor (Homo sapiens), P14416;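 active = potentiation over 3 SD above the plate norm, cut at about 30% in these data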; also: 0% is about no effect
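Cells plated with tetracycline inducer and held overnight at 30 C; calcium dye loaded 30–90 min at room temperature; baseline taken, compound added and read 180 s; EC20 dopamine then added and read 180 s.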
RXFP1 antag: qHTS Assay for Antagonists of the Relaxin Receptor RXFP1; HEK293-RXFP1, relaxin-stimulated cAMP HTRF, 30 min; stronger effect = lower value; activity change, negative = inhibition, % at 57.5 µM; 350,000 tested, 0.59% active; AID 1259400, 2018;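 active = activity change of -60% or lower, but not beyond a set lower limit; inconclusive = change between -60% and -40%, or beyond the set limit; inactive = change above -40%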; also: % is scaled to controls: 0 for no effect and ±100 for the full control effect
RXFP1 ag: qHTS Assay for Agonists of the Relaxin Receptor RXFP1; Relaxin receptor 1 (Homo sapiens), Q9HBX9; HEK293T-RXFP1 cAMP TR-FRET, 30 min; response scale: percent of porcine relaxin response, buffer zero; Potency, µM (top dose mostly 57.5 µM), without a hit: at the top dose activation, most hits filed as activators; 370,000 tested, 0.3% active; AID 2676, 2010; active = well fitted activation curve with a large enough effect; inconclusive = small, poorly fitted or top-dose-only effect; also: potency is read from the fitted curve at half-maximal effect; % is scaled to controls: 0 for no effect and ±100 for the full control effect; nearly all actives have a fitted effect of over 60% in size; many of its hits are not listed in these tables
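Agonist response is measured as cAMP accumulation in an RXFP1-transfected HEK293T line under PDE4 inhibition. Values are scaled between buffer-only and 29 nM porcine relaxin, and EC50s come from standard Hill equation fits.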
Active calls of the source: *; u = inconclusive; x = not tested or not shown. These rows are one share of the data; count on the stated rates, not on these rows.

SMILES | TRHR enhancer | D1 PAM | D1 ag | D2 antagonist | D1 antagonist | D2 ag | D2 PAM | RXFP1 antag | RXFP1 ag
CC(C)[C@H](NC(=O)OCc1ccccc1)C(=O)OCC(=O)N1CCN(c2ccc(F)cc2)CC1 | 2 | -2 | 6 | -14 | -65* | 0.0 | -1 | 11 | 1.4%
COc1cc(/C=N/NC(=O)c2cc(-c3cccs3)nc3ccccc23)ccc1O | 1 | 0 | 6 | -8 | -1 | -1.0 | -2 | 9 | 0.8%
Cc1ccc(C(=O)N(CCC2=CCCCC2)c2c(N)n(Cc3ccccc3)c(=O)[nH]c2=O)o1 | -3 | 2 | 1 | -3 | -18 | 0.5 | 1 | -11 | 0.6%
COc1cccc(-n2c(SCC(=O)Nc3cccc(Cl)c3)nc3c(oc4ccccc43)c2=O)c1 | 2 | -4 | 4 | x | 9 | 1.0 | 21 | x | 0.3%
Cc1ccc(NC(=O)c2ccccc2Br)c(C(=O)c2ccccc2)c1 | -6 | -3 | 2 | x | -24 | -0.9 | 7 | -19 | -1.8%
CCCCNC(=O)CSc1nc2cc3c(cc2c(=O)n1CCCN(CC)CC)OCO3 | 18 | -5 | 0 | -24 | 14 | 0.6 | -5 | -5 | 0.8%
CN1C(=O)c2ccc(NC(=O)c3cccc4ccccc34)cc2C1=O | -1 | -7 | 2 | -4 | 16 | -1.1 | 6 | 6 | 5.3%
CCc1ccc2c(c1)c(=O)c(S(=O)(=O)c1ccc(F)cc1)cn2CC(=O)Nc1ccccc1OC | -1 | -1 | 7 | x | -7 | 0.5 | -28 | x | 0.8%
O=C(Nc1ccc(F)cc1F)c1ccc(-n2cccn2)nc1 | -1 | 7 | 5 | x | -6 | x | x | -8 | 3.2%
COc1ccccc1Cc1nc2ccccc2nc1SCC(=O)N1CCCc2ccccc21 | -5 | -2 | 0 | x | -3 | 1.1 | -9 | -7 | u
O=C(COc1ncnc2ccccc12)Nc1cc([N+](=O)[O-])ccc1Cl | 2 | 0 | -1 | 15 | -1 | -1.2 | -14 | -8 | 7.9%
S=C(c1ccc(-c2cc(Cl)ccc2Cl)o1)N1CCOCC1 | -4 | 10 | 4 | 5 | 7 | 0.0 | 8 | -12 | 2.5%
CCOc1ccc(NC2SC(=O)N(Cc3ccccc3)C2=O)cc1 (configuration not stated) | 6 | 2 | -3 | x | -6 | -0.7 | 9 | -4 | -4.9%
COC(=O)c1ccc(NC(=O)CN(c2ccc3c(c2)OCO3)S(C)(=O)=O)cc1 | 3 | -2 | 1 | 4 | 9 | -1.0 | -12 | 13 | -0.2%
Cc1ccc2cc(C#N)c(NCCCNC(=O)C3CCCO3)nc2c1 (configuration not stated) | 1 | -2 | -1 | x | -19 | x | x | 2 | 2.1%
Cc1c(Cl)cccc1NC(=O)C1CCCN(c2nnc(-n3c(C)ccc3C)s2)C1 (configuration not stated) | -5 | -3 | 0 | x | 22 | -0.5 | 9 | 1 | 0.8%
O=C(O)c1cc(=O)cc(C(=O)O)[nH]1 | -5 | -3 | 2 | 1 | 5 | 0.7 | -2 | -1 | -1.6%
Cc1cc(Cl)ccc1OCCCC(=O)NO | -4 | 3 | -3 | -7 | -3 | -0.5 | 2 | -3 | 0.0%
CCc1ccc(NC(=O)C2=CC(c3ccc(OC)c(OC)c3)=NS(=O)(=O)N2C)cc1 | -3 | -9 | 2 | x | -14 | x | x | -2 | 0.3%
Cc1cccc(NC(=O)CCS(=O)(=O)c2cc3c(cc2Cl)NC(=O)CO3)c1 | 3 | -3 | 5 | -16 | 0 | 0.8 | -3 | 2 | 0.6%
Cc1ccc(/C=C(/C#N)C(=O)NC(=O)Oc2ccccc2)cc1 | -1 | 1 | 0 | x | 0 | x | x | 7 | -0.7%
CCN1C(=O)CS/C1=N\c1nccs1 | 3 | 13 | 0 | -7 | -5 | 0.2 | 11 | -3 | 0.4%
CC1SC(c2ccc(F)cc2)N(CCc2ccccc2)C1=O (configuration not stated) | 1 | 2 | 9 | -7 | -10 | -1.0 | 2 | -6 | -3.9%
COc1ccc(NC(=O)N2CCC(O)(c3cccnc3)CC2)c(OC)c1 | 1 | -2 | 6 | -3 | 8 | 11 | -7 | 2 | 0.2%
CCCOc1ccc(/C=N/NC(=O)C(=O)Nc2ccccn2)cc1 | 3 | 21 | 2 | -15 | 0 | 0.5 | 0 | 7 | -1.2%
Other compounds:
SMILES | TRHR enhancer | D1 PAM | D1 ag | D2 antagonist | D1 antagonist | D2 ag | D2 PAM | RXFP1 antag | RXFP1 ag
Cc1noc(C)c1COc1ccc(C(=O)O)cc1 | 32* | 0 | 1 | -9 | 26 | -0.8 | 8 | 6 | 1.5%
CCOC(=O)c1sc(N2C(=O)c3oc4ccc(F)cc4c(=O)c3C2c2cccc(OC)c2)nc1C (configuration not stated) | -9 | -4 | -1 | x | 3 | 0.3 | -3 | -4 | 19%
Fc1cc(Cl)ccc1NC(=S)NCCN1CCOCC1 | -6 | 4 | 3 | 3 | -5 | -0.6 | -3 | -2 | 0.0%
COc1ccccc1NC(=O)c1ccc(-n2ccnc2)c([N+](=O)[O-])c1 | -5 | 0 | 6 | 2 | -15 | -0.4 | -5 | -11 | -3.3%
O=C1[C@H]2[C@@H](/C=C/c3ccccc3)N3C(=O)CN(Cc4ccccn4)C(=O)[C@@]3(Cc3ccccc3)[C@H]2C(=O)N1c1ccccc1 | -1 | -6 | 0 | 11 | -16 | 0.8 | 3 | x | -0.1%
COc1ccc(C2CC(c3ccccc3)Nc3nc(NC(=O)c4ccco4)nn32)cc1 (configuration not stated) | 6 | -1 | 1 | -6 | 12 | 0.0 | 18 | -20 | -0.7%
O=C(CNC(=O)c1ccco1)NC1CCCCCC1 | -4 | 8 | 4 | -2 | 4 | 0.5 | 6 | 20 | -0.8%
Cc1cc(C)cc(N(CC(=O)NC(C)C)C(=O)CCC(=O)Nc2ccccn2)c1 | 0 | -6 | 10 | 8 | 10 | 0.0 | 2 | 0 | 2.7%
CCc1ccc(-c2cc3c(=O)n(CC(=O)NCCN4CCCCC4C)nc(C)n3n2)cc1 (configuration not stated) | 9 | 8 | -1 | 2 | 1 | 0.1 | 5 | 22 | -0.6%
COc1ccccc1/C=C1\SC(=S)N(CCC(=O)NCCc2ccc(O)cc2)C1=O | -2 | 3 | 0 | 4 | 3 | -0.7 | 7 | 8 | -3.9%
COc1ccccc1-n1c(C)nc(=O)c(-c2ccccc2)c1C | 0 | -2 | 1 | 6 | 12 | 1.4 | -8 | -4 | 2.0%
CC(C)Cn1c(N)c(C(=O)COC(=O)Cc2cccs2)c(=O)n(C)c1=O | -3 | 2 | 21 | -11 | -26 | 1.5 | 2 | -22 | 1.8%
CCN1C(=O)C(CC(=O)Nc2ccc(Br)cc2)N(CCCc2ccccc2)C1=S (configuration not stated) | -3 | -12 | 16 | -3 | -17 | 2.1 | 16 | -36 | 1.1%
COc1cccc(NC(=O)CCc2nnc3n(Cc4ccccc4Cl)c(=O)c4ccccc4n23)c1 | 3 | -5 | 4 | x | 8 | 0.4 | 3 | -6 | 0.4%
COc1ccc(/C=N/n2c(C)nc3ccccc3c2=O)cc1OC | -3 | -6 | 1 | 1 | -1 | 0.7 | -3 | -5 | -1.5%
COc1cc(C(CCN2CCCC(C)C2)c2c(OC)cc(OC)c3c(-c4ccccc4)cc(=O)oc23)cc(OC)c1OC (configuration not stated) | 3 | -3 | 17 | -4 | 7 | -0.2 | 18 | x | 0.0%
CC(C)C(NC(=O)c1ccccc1)C(=O)OCc1cc([N+](=O)[O-])cc2c1OCOC2 (configuration not stated) | -2 | -3 | 5 | 0 | -2 | 0.5 | -12 | -4 | -0.4%
CC(C)NC(=O)c1ccccc1-c1nc(-c2ccccc2Cl)no1 | -2 | 4 | 2 | 6 | 5 | -1.4 | 2 | -11 | 1.4%
CC(NC(=O)C(NS(=O)(=O)c1cccc2nsnc12)C(C)C)c1ccccc1 (configuration not stated) | -6 | 10 | 0 | -30 | -22 | -0.3 | 6 | x | -2.0%
COc1cccc(CN2CCN(Cc3cc4ccccc4o3)CC2CCO)c1 (configuration not stated) | 11 | 4 | 3 | 14 | 4 | 43* | -10 | 6 | 0.2%
CC12CN3CC(C)(CN(C1)C3c1ccc(F)cc1)C2 (configuration not stated) | 24 | 7 | 1 | 6 | 5 | 1.0 | 3 | -2 | -0.2%
O=C1NC2(CCN(Cc3ccccc3)CC2)Oc2ccccc21 | -3 | -1 | 5 | 7 | -9 | 0.5 | -14 | 28 | 0.8%

Fetched one by one from the list above, 2 records:
SMILES | TRHR enhancer | D1 PAM | D1 ag | D2 antagonist | D1 antagonist | D2 ag | D2 PAM | RXFP1 antag | RXFP1 ag
S=C(c1ccc(-c2cc(Cl)ccc2Cl)o1)N1CCOCC1 | -4 | 10 | 4 | 5 | 7 | 0.0 | 8 | -12 | 2.5%
COc1ccc(NC(=O)N2CCC(O)(c3cccnc3)CC2)c(OC)c1 | 1 | -2 | 6 | -3 | 8 | 11 | -7 | 2 | 0.2%

A draw from above in order of length of the SMILES, ascending.
SMILES | TRHR enhancer | D1 PAM | D1 ag | D2 antagonist | D1 antagonist | D2 ag | D2 PAM | RXFP1 antag | RXFP1 ag
O=C1NC2(CCN(Cc3ccccc3)CC2)Oc2ccccc21 | -3 | -1 | 5 | 7 | -9 | 0.5 | -14 | 28 | 0.8%
S=C(c1ccc(-c2cc(Cl)ccc2Cl)o1)N1CCOCC1 | -4 | 10 | 4 | 5 | 7 | 0.0 | 8 | -12 | 2.5%
CCCOc1ccc(/C=N/NC(=O)C(=O)Nc2ccccn2)cc1 | 3 | 21 | 2 | -15 | 0 | 0.5 | 0 | 7 | -1.2%
O=C(COc1ncnc2ccccc12)Nc1cc([N+](=O)[O-])ccc1Cl | 2 | 0 | -1 | 15 | -1 | -1.2 | -14 | -8 | 7.9%
CC(NC(=O)C(NS(=O)(=O)c1cccc2nsnc12)C(C)C)c1ccccc1 (configuration not stated) | -6 | 10 | 0 | -30 | -22 | -0.3 | 6 | x | -2.0%
Cc1cccc(NC(=O)CCS(=O)(=O)c2cc3c(cc2Cl)NC(=O)CO3)c1 | 3 | -3 | 5 | -16 | 0 | 0.8 | -3 | 2 | 0.6%
Cc1ccc(C(=O)N(CCC2=CCCCC2)c2c(N)n(Cc3ccccc3)c(=O)[nH]c2=O)o1 | -3 | 2 | 1 | -3 | -18 | 0.5 | 1 | -11 | 0.6%
